# High-throughput results deposited in PubChem BioAssay by National Center for Advancing Translational Sciences (NCATS).
# ALOX12 inh = Primary qHTS assay for inhibitors of human arachidonate 12S-lipoxygenase (ALOX12): Round 2; Polyunsaturated fatty acid lipoxygenase ALOX12 (Homo sapiens), P18054; purified 12hLO, xylenol orange hydroperoxide absorbance; Potency, µM (top dose mostly 108 µM), for the others: at the highest dose activity change, negative = inhibition, actives largely listed as inhibitors; 580,000 tested, 1.1% active; AID 1671190, 2021; also: potency is read from the fitted curve at half-maximal effect; % is scaled to controls: 0 for no effect and ±100 for the full control effect
#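 Hydroperoxide product was detected by ferrous iron/xylenol orange as the 573 to 405 nm absorbance ratio. Arachidonic acid at 40 uM (final) was turned over for 30 min at room temperature by 150 nM human 12hLO, pH 7.0 Hepes buffer, after 15 min compound preincubation.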
# POLK inh = qHTS for Inhibitors of Polymerase Kappa; DNA polymerase kappa (Homo sapiens), Q9UBT6; purified Pol kappa, fluorescent DNA synthesis assay, 10 min; Potency, µM (highest dose often 107 µM), without a hit: top-dose activity, negative = inhibition, actives largely listed as inhibitors; 400,000 tested, 0.53% active; AID 588579, 2011; also: potency is read from the fitted curve at half-maximal effect; % is scaled to controls: 0 for no effect and ±100 for the full control effect
#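 10 nM Pol kappa was preincubated with compounds for 15 min at room temperature. Reaction started with 50 nM (final) substrate. Fluorescence read kinetically at 0 and 10 min.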
# POLB inh = qHTS Assay for Inhibitors of DNA Polymerase Beta; Potency, µM (doses to about 114 µM), inactives show at the top dose activity change, negative = inhibition, hits mostly inhibitors; 340,000 tested, 1.3% active; Pol beta primer extension/strand displacement, fluorescence kinetic; AID 485314, 2010; P06746; also: potency is read from the fitted curve at half-maximal effect; % is scaled to controls: 0 for no effect and ±100 for the full control effect
#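 Kinetic readout of DNA synthesis with strand displacement by Pol beta. Compound and 10 nM enzyme sit 15 min at room temperature; 50 nM substrate starts the reaction, read immediately and at 10 min.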
# ERG Ets-DNA blk = qHTS for Small Molecule Inhibitors of the ERG Ets/DNA interaction. fluorescence polarization, His-ERG Ets domain / labelled DNA. Potency, µM (titrated, usually from 76.9 µM), for the others: at the highest dose FP activity, negative = inhibition, actives largely listed as inhibitors. AID 624246, 2012. 370,000 tested, 0.028% active. Transcriptional regulator ERG (Homo sapiens), P11308; active = well fitted inhibition curve with a large enough effect in the polarisation, with a control signal flat; inconclusive = small, poorly fitted or top-dose-only effect, or effect the other way, or a change in a side signal; inactive = no such curve, though single readings can be large or run the other way; the % refers to the polarisation;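 also: polarization taken with two DNA probes labelled with fluorescein and Texas red; potency is read from the fitted curve at half-maximal effect; % of control where 0% means no effect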
#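 His-tagged ERG Ets domain (1 uM in the protein solution; 300mM KCl, 50mM Tris-HCl, 1mM EDTA, 1mM DTT, pH 7.5) received compound, then a probe mix of 5 nM fluorescein-DNA and 100nM Texas-615-DNA. Fluorescence polarization was read for both dyes.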
# APE1 inh = qHTS Assay for Inhibitors of the Human Apurinic/apyrimidinic Endonuclease 1 (APE1). recombinant APE1, TAMRA/BHQ-2 abasic DNA cleavage fluorescence. 350,000 tested, 0.35% active. Potency, µM (series often up to 65.8 µM), for the others: at the top dose activity change, negative = inhibition, most hits filed as inhibitors. DNA repair nuclease/redox regulator APEX1 (Homo sapiens), P27695;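 also: potency is read from the fitted curve at half-maximal effect; plate controls were vehicle for no effect and reference inhibitor for full effect; nearly all actives have a fitted effect of over 55% in size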
#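 Step 1: APE1 (0.75 nM) with compound, 15 min RT. Step 2: add 50 nM fluorophore/quencher THF duplex. Step 3: three fluorescence reads 60 s apart (525/598 nm); read 3 minus read 1 = reaction progress.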
# TRHR agonist = qHTS for Small Molecule Agonists and Allosteric Enhancers of Human TRH Receptor: Primary Screen for Agonists; 360,000 tested, 0.18% active; AID 493084, 2011; activation, % at 2 µM; TRHR cells, calcium flux fluo-8, FDSS agonist mode; in the data active = activation above about 30%; also: 0% is about no effect
#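 Steps: seed TRHR cells overnight; add fluo-8 no-wash Ca dye, RT 30 min–1.5 h; record 10 s baseline; pin-transfer compounds; monitor fluorescence 1 cycle/s for the agonist window. Calcium increases flag candidate agonists.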
# Pol iota inh = qHTS for Inhibitors of Polymerase Iota. Potency, µM (series often up to 115 µM), without a hit: at the top dose activity, negative = inhibition, most hits filed as inhibitors. Pol iota fluorescent replication assay, 10 min. DNA polymerase iota (Homo sapiens), Q9UNA4. 390,000 tested, 1% active; also: potency is read from the fitted curve at half-maximal effect
#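 Fluorescent replication assay read twice, at 0 min and 10 min after adding 50 nM (final) substrate. Enzyme (10 nM) and compounds were first incubated 15 min at room temperature; enzyme-free buffer wells were negative controls.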
# BLM helicase inh = qHTS Assay for Inhibitors of Bloom's syndrome helicase (BLM). RecQ-like DNA helicase BLM (Homo sapiens), P54132. recombinant BLM DNA unwinding, fluorescence dequenching. Potency, µM (doses to about 56.1 µM), for the others: at the top dose activity change, negative = inhibition, actives largely listed as inhibitors. 350,000 tested, 0.2% active. AID 2528, 2010;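 also: potency is read from the fitted curve at half-maximal effect; plate controls were vehicle for no effect and no enzyme for full effect; nearly all actives have a fitted effect of over 35% in size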
# Target sequence (P54132 whole entry, looked up): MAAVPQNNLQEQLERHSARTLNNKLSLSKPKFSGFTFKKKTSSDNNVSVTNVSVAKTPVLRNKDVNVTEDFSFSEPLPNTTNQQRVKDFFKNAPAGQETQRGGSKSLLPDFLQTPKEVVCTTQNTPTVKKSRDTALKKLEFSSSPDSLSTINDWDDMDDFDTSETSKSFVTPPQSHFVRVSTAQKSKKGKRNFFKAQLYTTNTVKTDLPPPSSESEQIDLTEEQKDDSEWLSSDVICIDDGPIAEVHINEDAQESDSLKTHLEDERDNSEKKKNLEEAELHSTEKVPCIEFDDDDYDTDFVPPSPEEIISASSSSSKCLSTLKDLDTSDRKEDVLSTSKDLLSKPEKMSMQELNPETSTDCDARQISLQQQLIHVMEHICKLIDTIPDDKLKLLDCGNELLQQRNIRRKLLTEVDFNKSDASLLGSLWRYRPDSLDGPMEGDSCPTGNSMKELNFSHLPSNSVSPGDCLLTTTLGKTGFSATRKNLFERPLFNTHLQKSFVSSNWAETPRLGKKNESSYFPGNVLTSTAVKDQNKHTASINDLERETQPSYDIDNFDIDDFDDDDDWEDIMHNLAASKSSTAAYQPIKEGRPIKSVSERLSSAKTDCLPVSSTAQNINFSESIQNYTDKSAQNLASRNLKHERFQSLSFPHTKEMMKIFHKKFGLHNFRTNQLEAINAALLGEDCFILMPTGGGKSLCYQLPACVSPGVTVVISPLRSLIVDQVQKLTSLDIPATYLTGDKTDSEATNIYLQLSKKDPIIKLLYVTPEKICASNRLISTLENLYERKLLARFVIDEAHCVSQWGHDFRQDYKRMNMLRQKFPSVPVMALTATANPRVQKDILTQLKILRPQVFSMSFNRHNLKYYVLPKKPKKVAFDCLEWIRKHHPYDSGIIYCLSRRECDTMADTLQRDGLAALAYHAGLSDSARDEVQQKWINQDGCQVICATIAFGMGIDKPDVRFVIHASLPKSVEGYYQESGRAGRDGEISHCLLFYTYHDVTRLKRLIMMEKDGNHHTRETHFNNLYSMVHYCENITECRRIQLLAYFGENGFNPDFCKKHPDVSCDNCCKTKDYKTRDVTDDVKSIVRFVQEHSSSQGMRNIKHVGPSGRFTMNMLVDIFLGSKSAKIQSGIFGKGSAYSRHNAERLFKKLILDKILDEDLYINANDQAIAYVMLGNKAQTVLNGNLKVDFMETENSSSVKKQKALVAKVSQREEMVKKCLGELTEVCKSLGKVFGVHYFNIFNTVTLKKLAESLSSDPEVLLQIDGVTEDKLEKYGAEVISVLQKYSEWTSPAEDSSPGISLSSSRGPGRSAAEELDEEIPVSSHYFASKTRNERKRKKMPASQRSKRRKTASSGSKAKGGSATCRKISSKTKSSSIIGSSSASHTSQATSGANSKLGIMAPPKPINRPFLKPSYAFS
# Apoferritin bind = qHTS Assay for Identification of Novel General Anesthetics | Ferritin light chain (Equus caballus), P02791 | Potency, µM (highest dose often 77.5 µM), inactives show at the top dose activity change, negative = displacement, most hits filed as inhibitors | 350,000 tested, 0.074% active | AID 485281, 2010 | apoferritin/1-aminoanthracene competitive binding, fluorescence; also: potency is read from the fitted curve at half-maximal effect; % is scaled to controls: 0 for no effect and ±100 for the full control effect; nearly all actives have a fitted effect of over 20% in size
#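 In PBS, apoferritin at 10 uM is loaded with 1-AMA from a 50% saturated solution. After 10 min of compound exposure at ambient temperature, reduced 535 nm fluorescence indicates probe displacement.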
# * marks the source's active call; other numbers are inactive results; ? = inconclusive; nt = not tested or not shown; [ ] = remark or other dose. Unless noted, calls follow the shape of the dose curve; as a rule, active = well fitted curve in the direction sought with a large enough effect; inconclusive = small, poorly fitted or top-dose-only effect, or another doubt; inactive = no such curve, though single readings can be large; an effect the other way counts as inactive or inconclusive. A portion of the library. The share of hits here may be higher or lower than overall.
SMILES,ALOX12 inh,POLK inh,POLB inh,ERG Ets-DNA blk,APE1 inh,TRHR agonist,Pol iota inh,BLM helicase inh,Apoferritin bind
CCCC(=O)NC(c1ccc(C(C)C)cc1)c1ccc2cccnc2c1O (centres undefined),3%,-6%,0%,-8%,18%,0.6,-10%,-5%,-21%
CC(=O)C1=C(O)C(=O)N(c2ccccn2)C1c1ccc(Cl)cc1 (centres undefined),?,7%,32%,15%,17%,0.0,-15%,-4%,-1%
Cc1ccc(C)c(N2CCN(c3nc4ccc(C)cc4nc3-n3nc(C)cc3C)CC2)c1,-9%,4%,0%,0%,nt,0.7,-1%,-7%,-5%
CC(OC(=O)CNC(=O)c1ccco1)C(=O)Nc1ccc(Cl)cn1 (centres undefined),-4%,1%,nt,3%,-2%,-0.3,28%,nt,nt
O=C(NCCS(=O)(=O)N1CCN(c2ccc(F)cc2)CC1)c1cccc(C(F)(F)F)c1,2%,-14%[60.1 µM],4%,0%,nt,-0.3,-17%,-1%,-7%
Cc1cc(C)n2nc(C(=O)N/N=C/c3ccccc3C)nc2n1,-2%,-17%,22%,-1%,4%,-0.5,5%,5%,-11%
COc1cc(NC(=O)CCS(=O)(=O)c2ccc(Br)cc2)cc(OC)c1,-5%,-9%[60.1 µM],?,4%,nt,-0.7,7%,2%,-5%
CNc1cccc2c1C(=O)c1ccccc1C2=O,-1%,-9%,28%,15%,-7%,-0.2,31%[activator],-15%,-13%
Cn1c(C(=O)N2CCOCC2)cc2c(=O)n3ccccc3nc21,0%,-2%,8%,-5%,-4%,1.6,53%[activator],-1%,-6%
O=C(Cc1cccc2ccccc12)Nc1ccc2oc(-c3ccccc3)nc2c1,0%,-14%,2%,6%,4%,0.4,46%[activator],-4%,-4%
CC1(C)Cc2c(sc(NC(=O)C3CC(Cl)=CCC3C(=O)O)c2C#N)CO1 (centres undefined),?,-4%,-15%,6%,4%,0.1,-16%,-9%,-1%
C[C@@]12CCC=C[C@H]1[C@H](c1ccc3ccccc3c1)N(Cc1ccccc1)C2=O,-26%,-7%,-7%,-7%,-7%,0.1,0%,-7%,0%
O=C(COC(=O)c1cc(Cl)ccc1O)NCCC1=CCCCC1,1%,3%,nt,-1%,21%,-0.1,19%,nt,nt
CC(C)(C)NC(=O)Cn1ccc(=N)c2ccccc21,385%[activator],3%,3%,-12%,11%,-0.6,1%,0%,-10%
COc1ccc(-c2nc(CSc3nnc(C)n4c3cc3occc34)c(C)o2)cc1OC,1%,-10%,35%,4%,nt,0.3,-1%,2%,-8%
CC(C)N(Cc1nc(-c2ccc(Cl)cc2)no1)C(=O)c1ccco1,-16%,-6%,12%,-7%,nt,-0.6,32%[activator],-6%,-14%
CC(C)C(=O)c1ccc(O)c(O)c1,?,6%,34%,3%,7%,0.2,-16%,0%,-16%
COc1ccc(CN2CCN(C(=O)c3cccs3)CC2)c(OC)c1OC,?,-13%,0%,-15%,3%,-0.3,?,-1%,-3%
CCCCn1c(SCC(=O)Nc2cccc(OC)c2)nc2ccc(N3CCOCC3)cc2c1=O,?,-7%,-2%,-5%,1%,0.4,-3%,-11%,7%
CCOCCCNC(=O)C(NC(=O)CNC(=O)c1ccccc1)c1ccc(OC)cc1 (centres undefined),0%,5%,6%,-8%,24%,0.8,7%,1%,-4%
O=C(CN(C(=O)CCC(=O)Nc1nccs1)c1ccc(F)cc1)NCCc1ccccc1,1%,6%,14%,-10%,15%,1.9,90%[activator],0%,-9%
OC1CNc2c(ccc3ccccc23)C1 (centres undefined),?,4%,nt,-13%,nt,nt,52%[activator],nt,nt
Nc1nc(NC2CCCC2)cc(=O)[nH]1,?,-10%,nt,2%,nt,nt,93%[activator],nt,nt
Cc1cc(-c2nnco2)c(C)n1-c1ccccc1,-14%,0%,11%,-4%,1%,-1.7,4%,-7%,3%
O=C(NCc1ccncc1)C(=O)N/N=C/c1cccnc1,19%,1%,?,7%,-5%,0.2,77%[activator],-3%,-2%
Cc1nn(Cc2ccccc2)c(C)c1C(=O)NCC(c1cccs1)N1CCOCC1 (centres undefined),21%,-16%,nt,1%,10%,-0.2,27%,nt,nt
Cc1cc(=O)[nH]c(-c2ccccc2OC(F)(F)F)n1,74%,1%,44%,4%,-1%,0.5,22%,-3%,-5%
COc1cc(C(=O)Nc2cccc(-n3cnnn3)c2)cc(OC)c1OC,8%,20%,6%,-12%,36%,0.1,-12%,-7%,-21%
CCC(=O)Nc1ccc(-c2nc(-c3ccccc3)n(CC(=O)N3CCCCC3)n2)cc1,4%,1%,-1%,-9%,2%,1.0,-5%,0%,6%
O=C(CCCSc1nc(-c2ccco2)cc(C(F)(F)F)n1)NCc1cccs1,0%,-6%,3%,1%,1%,1.3,4%,-8%,?
O=C(NCCCCNC(=O)c1ccccc1Br)c1ccccc1Br,183%[activator],1%,nt,2%,nt,nt,45%[activator],nt,nt
COc1ccc(-n2c(SCC(=O)Nc3nnc(C)s3)nc3c([nH]c4ccccc43)c2=O)cc1,?,-4%[60.1 µM],1%,1%,nt,-0.2,27%,2%,-2%
Cn1nc(C(F)(F)F)c(C(=O)Nc2ccc(C(F)(F)F)cc2)c1Cl,0%,-13%,9%,-18%,11%,1.4,0%,-18%,-23%
O=C(CNC(=O)c1ccco1)Nc1ccc(F)c(Cl)c1,7%,-12%,-3%,-6%,-1%,0.7,10%,-4%,-4%
CCC(CC)C(=O)Nc1nnc(SCC(=O)N2CCN(c3ccccc3OC)CC2)s1,-1%,0%,15%,-5%,-2%,-0.1,17%,-2%,-24%
CCNc1nc(Oc2ccc(=O)n(C)n2)nc(N2CCOCC2)n1,2%,-3%,-7%,-6%,-1%,0.7,14%,-2%,9%
CCOc1ccccc1Nc1nc(-c2sc(NC(=O)c3ccc([N+](=O)[O-])cc3)nc2C)cs1,nt,nt,-24%,nt,-2%,0.5,nt,-13%,-17%
COc1ccccc1NC(=O)Nc1ccc(Br)cn1,-5%,1%,-10%,1%,-4%,0.0,0%,-2%,-9%
O=c1c(Cl)c(O)ccn1C1OC(CO)C(O)C1O (centres undefined),-22%,-6%,nt,0%,nt,nt,10%,nt,nt
O=C(c1ccccc1)c1cnc(-c2ccccc2)s1,-5%,-5%,37%,-6%[15.4 µM],4%,-2.2,0%,0%,-13%

# In the list so far, 3 have an NH in an aromatic ring.
SMILES,ALOX12 inh,POLK inh,POLB inh,ERG Ets-DNA blk,APE1 inh,TRHR agonist,Pol iota inh,BLM helicase inh,Apoferritin bind
Nc1nc(NC2CCCC2)cc(=O)[nH]1,?,-10%,nt,2%,nt,nt,93%[activator],nt,nt
Cc1cc(=O)[nH]c(-c2ccccc2OC(F)(F)F)n1,74%,1%,44%,4%,-1%,0.5,22%,-3%,-5%
COc1ccc(-n2c(SCC(=O)Nc3nnc(C)s3)nc3c([nH]c4ccccc43)c2=O)cc1,?,-4%[60.1 µM],1%,1%,nt,-0.2,27%,2%,-2%

# New compounds follow:
SMILES,ALOX12 inh,POLK inh,POLB inh,ERG Ets-DNA blk,APE1 inh,TRHR agonist,Pol iota inh,BLM helicase inh,Apoferritin bind
Cc1cc2cc(CNC(=O)c3ccc4c(c3)OCO4)ccc2n1C,4%,-2%[60.1 µM],-23%,nt,1%,2.8,22%,-7%,-4%
COCCN1C(=O)N[C@@H](c2cccc(F)c2)C(C(C)=O)=C1C,25%,-14%,nt,6%,-3%[12.4 µM],nt,19%,-1%[12.4 µM],nt
CCOC(=O)c1ccc(S(=O)(=O)N2CCN(C(=O)C3CSC4(C)CCC(=O)N34)CC2)cc1 (centres undefined),253%[activator],-12%,nt,-5%,1%,0.9,10%,nt,nt
CC(C)Cn1c(N)c(C(=O)COC(=O)C2CC(=O)N(Cc3ccccc3Cl)C2)c(=O)n(C)c1=O (centres undefined),2%,-2%,30%,3%,10%,-1.7,34%[activator],-3%,-13%
Cc1cccc(Nc2nnc(SCC(=O)c3c(N)n(C4CC4)c(=O)[nH]c3=O)s2)c1,496%[activator],-19%,nt,-5%,-1%,0.9,5%,nt,nt
CCc1nc(N)c(C#N)c(-c2ccc(F)cc2)c1C,458%[activator],-4%,12%,-14%,5%,-0.1,3%,-2%,1%
O=C(COC(=O)C1CCN(c2ccc(C(F)(F)F)cn2)CC1)NCc1ccccc1,-1%,-10%,nt,-3%,18%,1.0,4%,nt,nt
Cn1cc(-c2nc3ccccc3[nH]2)c2ccccc21,-18%,-12%,-17%,-7%,-6%,-0.2,-18%,-2%,-20%
O=C(Cc1ccccc1F)NCC(=O)Nc1ccccc1Br,-42%,4%,64%,6%,4%,1.6,33%[activator],-5%,10%
CCn1c(CNc2ccc(F)cc2)nnc1SCC(=O)Nc1ccc(OC)cc1OC,8%,-22%,2%,-3%,4%,-0.6,-3%,-1%,?
Cc1csc(NC(=O)CSc2ccc(-c3ccc(F)cc3)nn2)n1,0%,-22%,?,0%,-4%,0.5,73%[activator],-2%,?
CCCCOC(=O)c1ccc(NC(=O)c2ccc3c(c2)CCN3S(=O)(=O)c2ccccc2)cc1,-21%,0%,1%,-5%,nt,2.7,12%,-5%,-13%
